Tb PGK inh: inhibitors of T. brucei phosphoglycerate kinase; AID 602233; actives 0.043% (n = 380,000); PGK/GAPDH coupled, Kinase-Glo luminescence, 60 min; Potency, µM (top dose mostly 57.5 µM), for the others: top-dose activity change, negative = inhibition, hits mostly inhibitors; further: on the % scale 0 is the no-effect control and ±100 the full control effect; nearly all actives have a fitted effect of over 60% in size
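Luminescent ATP detection (Kinase-Glo Plus) follows a 60-minute room-temperature incubation, with wells lacking PGK as controls. Buffer: 100 mM TEA (pH 7.6), 5 mM MgCl2, 0.01% Tween-20. Coupling enzyme GAPDH (100 nM final) supplies unstable 1,3-BPG in-well.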
BAZ2B block: blocks human BAZ2B; Q9UIF8; AlphaScreen BAZ2B-H3K14Ac peptide displacement; Potency, µM (doses to about 114 µM), for the others: at the highest dose activity change, negative = inhibition, usual class: inhibitors; actives 4.4% (n = 360,000); further: on the % scale 0 is the no-effect control and ±100 the full control effect; nearly all actives have a fitted effect of over 60% in size
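Multi-concentration screen (max 110 uM) measuring displacement of acetylated histone H3 peptide from BAZ2B by AlphaScreen, using 50 nM protein, 50 nM peptide and 10 ug/mL streptavidin donor plus Ni-chelate acceptor beads.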
HP1b chromo inh: inhibitors of HP1-beta chromodomain binding to methylated histone tails; P83916; AlphaScreen HP1-beta / biotin-H3K9me3 peptide binding; Potency, µM (doses to about 114 µM), for the others: at the top dose activity change, negative = inhibition, actives largely listed as inhibitors; actives 0.56% (n = 390,000); further: nearly all actives have a fitted effect of over 70% in size; inactives centre near 23
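HP1-beta protein (50 nM final) preincubated 30 min at room temperature with biotinylated H3(1-18)K9me3 peptide (50 nM) in PBS pH 7.4, 0.01% Tween-20, then compound added for 30 min. AlphaScreen streptavidin donor/nickel chelate acceptor beads (10 ug/mL final), 30 min dark, luminescence read.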
JMJD2A Tudor: inhibitors of human JMJD2A Tudor domain; O75164; AlphaScreen JMJD2A-Tudor / H3K4me3 peptide binding; Potency, µM (series often up to 114 µM), for the others: at the top dose activity change, negative = inhibition, most hits filed as inhibitors; actives 4.4% (n = 390,000); AID 504339; further: on the % scale 0 is the no-effect control and ±100 the full control effect; nearly all actives have a fitted effect of over 50% in size
Target sequence (O75164 whole entry, looked up, the tested form may be a part): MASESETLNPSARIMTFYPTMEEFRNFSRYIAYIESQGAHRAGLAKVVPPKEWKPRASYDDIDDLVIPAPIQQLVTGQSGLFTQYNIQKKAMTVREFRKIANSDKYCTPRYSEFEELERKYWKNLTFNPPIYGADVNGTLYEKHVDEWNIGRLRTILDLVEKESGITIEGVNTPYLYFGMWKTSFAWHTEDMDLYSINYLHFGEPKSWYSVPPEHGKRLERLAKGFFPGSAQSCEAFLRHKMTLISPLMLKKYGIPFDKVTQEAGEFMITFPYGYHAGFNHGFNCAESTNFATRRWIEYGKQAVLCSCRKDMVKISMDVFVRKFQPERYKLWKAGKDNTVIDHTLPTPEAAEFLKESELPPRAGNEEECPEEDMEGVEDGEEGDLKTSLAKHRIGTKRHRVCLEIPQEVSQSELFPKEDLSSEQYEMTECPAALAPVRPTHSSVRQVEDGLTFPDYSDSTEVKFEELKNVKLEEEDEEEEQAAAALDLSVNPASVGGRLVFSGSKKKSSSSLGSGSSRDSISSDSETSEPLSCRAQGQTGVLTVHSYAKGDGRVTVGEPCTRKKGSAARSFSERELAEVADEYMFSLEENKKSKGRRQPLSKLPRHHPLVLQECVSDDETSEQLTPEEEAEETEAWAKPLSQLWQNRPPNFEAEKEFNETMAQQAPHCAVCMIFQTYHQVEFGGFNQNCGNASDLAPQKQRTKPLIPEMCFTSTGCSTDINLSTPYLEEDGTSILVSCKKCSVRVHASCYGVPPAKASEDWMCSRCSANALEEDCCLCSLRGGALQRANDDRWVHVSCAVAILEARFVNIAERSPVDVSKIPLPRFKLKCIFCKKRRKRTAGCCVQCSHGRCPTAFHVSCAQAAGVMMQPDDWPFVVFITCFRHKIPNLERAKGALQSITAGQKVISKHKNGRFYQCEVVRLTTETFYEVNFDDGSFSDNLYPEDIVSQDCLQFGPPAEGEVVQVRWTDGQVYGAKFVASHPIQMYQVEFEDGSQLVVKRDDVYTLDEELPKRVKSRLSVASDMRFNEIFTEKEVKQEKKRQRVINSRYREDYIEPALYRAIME
Pin1 inh: blocks the human prolyl isomerase Pin1. Q13526. Pin1 FP peptide displacement, HiFluor488, 10 min. Potency, µM (doses to about 115 µM), for the others: at the highest dose activity, negative = inhibition, most hits filed as inhibitors. actives 0.009% (n = 390,000). AID 504891; active means well fitted inhibition curve with a large enough effect in the polarisation, with a control signal flat, not every such curve was filed as active; inconclusive means small, poorly fitted or top-dose-only effect, or effect the other way, or a change in a side signal; inactive means no such curve, though single readings can be large or run the other way; the % refers to the polarisation; further: on the % scale 0 is the no-effect control and ±100 the full control effect
BLM inh: Bloom syndrome helicase (human) inhibition; P54132; actives 0.2% (n = 350,000); Potency, µM (titrated, usually from 56.1 µM), for inactives: at the highest dose activity change, negative = inhibition, actives largely listed as inhibitors; recombinant BLM DNA unwinding, fluorescence dequenching;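 further: plate controls were vehicle for no effect and no enzyme for full effect; nearly all actives have a fitted effect of over 35% in size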
Pol iota inh: blocks human DNA polymerase iota activity; Q9UNA4; Pol iota fluorescent replication assay, 10 min; Potency, µM (highest dose often 115 µM), for inactives: top-dose activity, negative = inhibition, most hits filed as inhibitors; actives 1% (n = 390,000)
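Fluorescent replication assay read twice, at 0 min and 10 min after adding 50 nM (final) substrate. Enzyme (10 nM) and compounds were first incubated 15 min at room temperature; enzyme-free buffer wells were negative controls.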
GLS inhibitor: blocks human kidney-isoform glutaminase activity; actives 0.21% (n = 410,000); GLS enzymatic activity, qHTS titration; Potency, µM (highest dose often 45.5 µM), without a hit: top-dose activity change, negative = inhibition, usual class: inhibitors; O94925; further: on the % scale 0 is the no-effect control and ±100 the full control effect
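hKGA in 45 mM KH2PO4 (pH 8.2), 0.02% Tween-20 with compound, then 1mM L-Glutamine (stock as added) plus glutamate oxidase/HRP/Amplex red coupling mix. Fluorescence read initially and after 30 min at RT; signal change reflects glutamate formation.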
G9a inh: blocks human histone lysine methyltransferase G9a | Q96KQ7 | G9a H3K9 monomethylation, AlphaScreen, 2 h | Potency, µM (doses to about 102 µM), for inactives: top-dose activity, negative = inhibition, most hits filed as inhibitors | actives 8.8% (n = 350,000); further: on the % scale 0 is the no-effect control and ±100 the full control effect; nearly all actives have a fitted effect of over 75% in size
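Readings reflect AlphaScreen signal from monomethyl-H3K9 antibody detection. HMT at 20 nM; substrate b-H3K9 500 nM; cofactor SAM 20 uM; 2 h RT reaction; compounds tested as titrations in qHTS with 15 min preincubation.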
* hit, by the source's call; i = inactive; ? = inconclusive; · = no result given; [ ] = dose if it differs, or a comment. Unless noted, the call rests on the fitted dose curve; in most records, active means well fitted curve in the direction sought with a large enough effect; inconclusive means small, poorly fitted or top-dose-only effect, or another doubt; inactive means no such curve, though single readings can be large; an effect the other way counts as inactive or inconclusive. Potency means the concentration at half of the fitted maximal effect. The list is partial, so the mix of outcomes need not match the whole.

SMILES	Tb PGK inh	BAZ2B block	HP1b chromo inh	JMJD2A Tudor	Pin1 inh	BLM inh	Pol iota inh	GLS inhibitor	G9a inh
COc1ccc(NC(=O)Cn2cnc3c(cnn3-c3ccc(C)c(C)c3)c2=O)c(OC)c1	6%	-22%	0%	-26%	21%	-3%	11%	2%	0%[59 µM]
COc1ccccc1C(=O)NCCC(=O)NCC(c1ccco1)N1CCCCC1 (stereo not given)	-3%	6%	15%	-5%	-4%	·	32%[activator]	12%	-3%
COc1cc(OC)cc(C(=O)NNC(=O)CCCOc2ccccc2)c1	3%	16%	53%[activator]	1%	5%	·	8%	5%	-7%[12.7 µM]
COc1ccc(-c2ccc(C#N)c(SCC(=O)OCc3ccccc3)n2)cc1OC	2%	32%	101%[activator]	51%[activator]	29%	-6%	4%	0%	41%[59 µM]
Cc1cc(C)n2nc(SCC(=O)N(CC(C)C)c3c(N)n(CC(C)C)c(=O)[nH]c3=O)nc2n1	i	-12%	23%	-16%	5%	0%	228%[activator]	1%	-2%
COc1ccc(NC(=S)NC(=O)/C=C/c2ccco2)cc1	-7%	?	3%	-15%	3%	-1%	72%[activator]	-7%	22µM*
Cc1ccc2nc3c(c(C(=O)OC4CCOC4=O)c2c1)CCCC3 (stereo not given)	-1%	-19%	19%	-15%	?	-1%	53%[activator]	-16%	-20%
CCOC(=O)CNS(=O)(=O)CCN1C(=O)c2ccccc2C1=O	·	8%	34%[activator]	6%	2%	-2%	-4%	-4%	5%
O=C(NN1CCOCC1)c1cc(Cl)ccc1Cl	3%	20%	34%	-7%	-4%	-7%	27%	2%	75%[activator]
COCCCNC(=S)N1CCCN(c2nc3c(C)c(C)ccc3cc2C#N)CC1	1%	-1%	84%[activator]	30%	4%	-5%	24%	-7%	·
Cc1ccnc2ccc(SC(F)(F)F)cc12	3%	-36%	33%	-10%	-7%	-7%	48%[activator]	-8%	-16%
CCOc1cccc(CNc2ccc(O)cc2)c1OCc1ccc(Cl)cc1Cl	-8%	?	?	-35%	-13%	?	3.2µM*	10%	2.5µM*
C[C@@H]1CCC[C@@]2(O[C@@H](CCO)C[C@H](O)[C@H]2O)O1	0%	·	29%	7%	0%	·	16%	-12%	·
Cc1ccc(S(=O)(=O)N2CCN(C(=O)c3ccc(OCc4c(C)noc4C)cc3)CC2)cc1	-15%	-1%	32%[activator]	-21%	0%	-5%	?	8%	-1%
N/C(=N\OC(=O)c1ccc2ccccc2c1)c1ccccn1	?	-10%	20%	-2%	-4%	-6%	11%	-9%	-21%
CCOc1cc(C(=O)NC(C)C2CCCO2)cc(OCC)c1OCC (stereo not given)	7%	-20%	18%	-8%	2%	-5%	143%[activator]	14%	-7%
Cc1cc(/C=C(\C#N)C(=O)NCc2ccco2)c(C)n1C1CCCC1	2%	?	-20%	?	4%	-14%	?	3%	?
CS(=O)(=O)c1ccc(C(=O)NNC(=O)c2cccs2)cc1	1%	·	25%	-11%	-6%	·	16%	15%	·
CCOC(=O)N1CCN(C(=O)CSc2nnc(-c3ccc(C(C)(C)C)cc3)o2)CC1	6%	12%	12%	-18%	-4%	-2%	8%	-1%	20%
CCOCCCn1c(SCC(=O)Nc2cc(OC)ccc2OC)nc2ccccc2c1=O	-4%	-29%	0%	-16%	1%	-5%	-20%	-2%	-2%
CCOC(=O)c1ccc(Nc2nn3c(=O)c4ccccc4nc3s2)cc1	i	-16%	-4%	-28%	-1%	-15%	12%	-15%	-40%[59 µM]
O=C(OC1Cn2c(=O)ccc(=O)n2C1)c1ccccc1	1%	0%	?	-19%[57.1 µM]	-1%	-1%	3%	12%	1%
O=C(Nc1ccc(Oc2cccnc2)cc1)C1CCN(Cc2cc(Cl)ccc2O)CC1	-5%	?	6%	-19%	4%	-5%	?	27%	·
Cc1cc(S(=O)(=O)Nc2ccc(C(=O)NCC3(N4CCCCC4)CCCCC3)cc2)ccc1F	i	12%	-4%	-10%	-1%	·	13%	8%	?
O=C(COc1ccc(F)cc1)Nc1nc2c(s1)CCCC2	-9%	?	9%	-24%	0%	-6%	11%	4%	-14%
(listing goes on)
SMILES	Tb PGK inh	BAZ2B block	HP1b chromo inh	JMJD2A Tudor	Pin1 inh	BLM inh	Pol iota inh	GLS inhibitor	G9a inh
COC(=O)c1sccc1NC(=O)Nc1cccc(C)c1	·	4%	44%[activator]	-3%	-2%	-9%	9%	5%	25%
FC(F)(F)c1nc2ccccc2nc1N/N=C/c1c(Cl)cccc1Cl	11%	?	20%	-15%	-17%	-4%	16%	-1%	21%[59 µM]
N/C(=N\OC(=O)c1ccc2c(c1)OCO2)c1ccncc1	-10%	4%	55%[activator]	-3%	0%	3%	42%[activator]	0%	·
Cc1nnc(SCC(=O)NC2CCCC2)n1CCc1ccccc1	3%	0%	40%[activator]	-1%	-1%	-3%	114%[activator]	-7%	-9%
CC(C)C[C@H](NC(=O)OC(C)(C)C)C(=O)NCC1CCC(C(=O)N[C@@H](Cc2ccccc2)C(=O)O)CC1 (stereo not given in full)	·	-2%	35%[activator]	-9%	-6%	3%	-23%	2%	5%
Cn1c(CN2CCOCC2)nc2cc(NC(=O)c3ccc(Cl)cc3)ccc21	-3%	11%	73%[activator]	2%[57.1 µM]	1%	3%	6%	-25%	-1%[59 µM]
CCOC(=O)CNC(c1ccccc1)c1cc(Br)ccc1NC(=O)c1ccc(Cl)cc1 (stereo not given)	3%	2%	21%	-10%	2%	-4%	-6%	1%	-1%[59 µM]
Cc1ccn2c(C(=O)NN=C3CCCCCCC3)c(C)nc2c1	5%	0%	10%	-8%	-6%	4%	142%[activator]	4%	·
COc1ccc(C(=O)Nc2nccs2)cc1OC	-3%	-11%	32%	-6%	0%	3%	-11%	0%	1%[12.7 µM]
CC(c1ccccc1)n1cc(C(=O)NCC2CCCO2)nn1 (stereo not given)	2%	1%	34%	5%	-5%	2%	32%[activator]	5%	11%[59 µM]
Cc1ccc(N(Cc2cc3cc(C)ccc3[nH]c2=O)S(=O)(=O)c2ccccc2)cc1	-9%	2%	-5%	-9%	7%	-4%	-5%	3%	26%[59 µM]
CCOc1ccc(NC(=O)Cn2c(=O)n(Cc3nc(-c4ccccc4)no3)c(=O)c3cc4c(cc32)OCO4)cc1	2%	-16%	4%	-9%	13%	-2%	0%	3%	3%[59 µM]
COc1ccccc1/C=C(/C(=O)OCC(=O)Nc1ccccc1C)c1ccccc1	-10%	-5%	29%	-18%	12%	-2%	5%	-2%	?
CCN(CC)c1ccc(/C=N/NC(=O)c2ccc3nc[nH]c3c2)cc1	-1%	?	27%	?	-2%	-3%	-10%	20%	·
Cc1cc2nc3n(c2cc1C)CC1CC(C(=O)NCc2cccc(Br)c2)N(C)C31 (stereo not given)	6%	0%	26%	-13%	4%	·	?	6%	13%[2.33 µM]
Cc1ccc(S(=O)(=O)N(C)CC(=O)Nc2ccc(C)cn2)cc1	-9%	4%	11%	-14%	0%	·	19%	2%	1%
COC(=O)CSc1nnc(-c2sc3cc(OC)ccc3c2Cl)n1C	-6%	-20%	27%	9%[57.1 µM]	2%	2%	2%	5%	6.3µM*
CCc1cccc(C)c1NC(=O)CSc1nnc(CCCOc2ccc(Cl)cc2Cl)n1C	-1%	-6%	27%	-31%	11%	-4%	8%	-3%	5%
CC1Cc2cc(/C(O)=C3/C(=O)C(=O)N(CCN4CCOCC4)C3c3cccc(O)c3)ccc2O1 (stereo not given)	1%	-6%	27%	-23%	-1%	-1%	-3%	15%	?
COc1ccc(CCNC(=O)CN(C)S(=O)(=O)c2cccs2)cc1	7%	5%	8%	-7%	-2%	·	8%	4%	13%[12.7 µM]
COc1ccc(-n2nc(C(=O)N3CCCCC3)c3ccccc3c2=O)cc1	5%	15%	18%	0%	0%	-1%	15%	16%	6%[12.7 µM]
CCCCc1c(O)nc(SCC(=O)c2ccccc2)n(-c2ccccc2C)c1=O	i	-3%	16%	-8%	-3%	-2%	90%[activator]	-10%	-15%
CSC1=NCCN1S(=O)(=O)c1ccc(F)cc1	2%	6%	30%	-9%	0%	-3%	24%	1%	67%[activator]
CCn1nc2cc(C(=O)NCCc3cccs3)ccc2c1OC	-4%	1%[57.1 µM]	39%[activator]	-3%	-2%	-1%	?	-3%	?
COc1ccc(NC(=O)C2=C(C)Nc3nc(CCCO)nn3C2c2ccc(O)cc2)cc1 (stereo not given)	3%	0%	26%	-19%	?	4%	-18%	1%	-4%[59 µM]
O=C(NCc1ccccc1)C(c1ccc(F)cc1)N(Cc1cccs1)C(=O)c1cnccn1 (stereo not given)	-9%	0%	7%[57 µM]	-15%	-1%	-9%	16%	12%	40%[59 µM]
CC(C)(C)NCCOCCOc1ccccc1-c1ccccc1	i	22µM*	22µM*	1.8µM*	4%	-14%	9%	-5%	3.5µM*
O=C(NCC1CCCCC1)C12CN(Cc3ccccc3)CC1C(c1cccc([N+](=O)[O-])c1)=NO2 (stereo not given)	-10%	-36%	15%	-35%	3%	-1%	25%	-2%	?
CN(CCOc1ccccc1)C(=O)c1ccc2c(c1)OCO2	3%	3%	43%[activator]	-7%	0%	·	20%	3%	8%[12.7 µM]
Cc1ccc(S(=O)(=O)NCC(=O)N(CC(=O)NCC2CCCO2)CC2CCCO2)cc1 (stereo not given)	-4%	-2%	14%	-13%	-6%	1%	101%[activator]	-2%	·

Another view of part of the listing above:
Each structure is followed by: Tb PGK inh	BAZ2B block	HP1b chromo inh	JMJD2A Tudor	Pin1 inh	BLM inh	Pol iota inh	GLS inhibitor	G9a inh
COc1ccccc1C(=O)NCCC(=O)NCC(c1ccco1)N1CCCCC1 (stereo not given)
 : -3%	6%	15%	-5%	-4%	·	32%[activator]	12%	-3%
CSC1=NCCN1S(=O)(=O)c1ccc(F)cc1
 : 2%	6%	30%	-9%	0%	-3%	24%	1%	67%[activator]
FC(F)(F)c1nc2ccccc2nc1N/N=C/c1c(Cl)cccc1Cl
 : 11%	?	20%	-15%	-17%	-4%	16%	-1%	21%[59 µM]
O=C(NN1CCOCC1)c1cc(Cl)ccc1Cl
 : 3%	20%	34%	-7%	-4%	-7%	27%	2%	75%[activator]

Screening data as filed in PubChem BioAssay.
